From PubChem BioAssay
APE1 inh = inhibitors of human APE1 endonuclease; recombinant APE1, TAMRA/BHQ-2 abasic DNA cleavage fluorescence; Potency, µM (top dose mostly 65.8 µM), without a hit: at the highest dose activity change, negative = inhibition, hits mostly inhibitors; 350,000 compounds, 0.35% hits;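 note: potency is the fitted concentration of half-maximal effect; plate controls were vehicle for no effect and reference inhibitor for full effect; nearly all actives have a fitted effect of over 55% in size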
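Step 1: APE1 (0.75 nM) with compound, 15 min RT. Step 2: add 50 nM fluorophore/quencher THF duplex. Step 3: three fluorescence reads 60 s apart (525/598 nm); read 3 minus read 1 = reaction progress.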
Pol kappa inh = blocks human DNA polymerase kappa activity; Potency, µM (series often up to 107 µM), for inactives: at the top dose activity, negative = inhibition, actives largely listed as inhibitors; 400,000 compounds, 0.53% hits; Q9UBT6; purified Pol kappa, fluorescent DNA synthesis assay, 10 min; note: potency is the fitted concentration of half-maximal effect; % is set by controls: 0 for no effect and ±100 for the full control effect
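Pol kappa 10 nM + cpd, 15 min RT; start w/ substrate 50 nM final; fluorescence kinetic read, 0 and 10 min. Neg ctrl: buffer, no enzyme.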
LDHA block = blocks human lactate dehydrogenase A. P00338. purified LDHA, NADH/diaphorase-resazurin fluorescence; hits give low values. activity change, % (values are at about 110 or 230 µM). 480,000 compounds, 0.15% hits; in the data active = activity change below about -30%; inconclusive = mostly about -25% to -30%;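 note: plate controls were DMSO wells for no effect and wells without enzyme for full effect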
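LDH5 2 nM; NADH 0.06 mM, pyruvate 0.2 mM; 200 mM Tris pH 7.4, EDTA, Tween-20; 5 min RT. Detection: diaphorase 0.133 mg/mL + resazurin 37 µM, fluorescence ex540/em590 at 0 and 20 min; normalized to enzyme-free and DMSO wells.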
Pol eta inh = inhibitors of human DNA polymerase eta | 390,000 compounds, 1.2% hits | Potency, µM (series often up to 114 µM), for inactives: at the highest dose activity change, negative = inhibition, actives largely listed as inhibitors | Q9Y253 | recombinant Pol eta, fluorescent DNA replication assay; note: potency is the fitted concentration of half-maximal effect; % is set by controls: 0 for no effect and ±100 for the full control effect
Target sequence (Q9Y253 whole entry, looked up): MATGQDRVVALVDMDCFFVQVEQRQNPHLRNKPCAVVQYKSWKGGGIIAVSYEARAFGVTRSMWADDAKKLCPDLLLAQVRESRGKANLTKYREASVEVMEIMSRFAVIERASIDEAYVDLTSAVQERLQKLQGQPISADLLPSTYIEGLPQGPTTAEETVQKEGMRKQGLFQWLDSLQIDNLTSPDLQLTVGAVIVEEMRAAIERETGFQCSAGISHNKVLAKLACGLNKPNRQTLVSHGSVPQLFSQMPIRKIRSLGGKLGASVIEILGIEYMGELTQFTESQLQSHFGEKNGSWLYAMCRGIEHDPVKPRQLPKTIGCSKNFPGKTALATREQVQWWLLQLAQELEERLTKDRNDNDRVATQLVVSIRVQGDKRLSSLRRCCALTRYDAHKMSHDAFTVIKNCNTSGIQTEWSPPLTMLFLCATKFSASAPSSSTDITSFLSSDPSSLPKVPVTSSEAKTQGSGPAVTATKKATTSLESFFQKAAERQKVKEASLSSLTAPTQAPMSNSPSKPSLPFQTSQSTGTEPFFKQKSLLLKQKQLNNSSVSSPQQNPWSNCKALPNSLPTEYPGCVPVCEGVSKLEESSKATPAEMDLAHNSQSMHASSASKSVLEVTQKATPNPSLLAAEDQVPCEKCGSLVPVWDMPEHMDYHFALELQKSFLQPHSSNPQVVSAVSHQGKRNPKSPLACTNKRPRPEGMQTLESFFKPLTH
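Pol eta at 10 nM preincubated with compounds 15 min at room temperature; reaction started with fluorescent substrate (50 nM final) and read kinetically at 0 and 10 min.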
Pol iota inh = blocks human DNA polymerase iota activity; Q9UNA4; Pol iota fluorescent replication assay, 10 min; Potency, µM (highest dose often 115 µM), without a hit: top-dose activity, negative = inhibition, hits mostly inhibitors; 390,000 compounds, 1% hits; note: potency is the fitted concentration of half-maximal effect
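Pol iota at 10 nM preincubated 15 min with compounds at room temperature; reaction started with fluorescent substrate, 50 nM final. Fluorescence read kinetically at 0 and 10 min; buffer-only wells as negative control.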
Apoferritin bind = candidate novel general anesthetic via apoferritin binding | P02791 | Potency, µM (titrated, usually from 77.5 µM), without a hit: top-dose activity change, negative = displacement, most hits filed as inhibitors | apoferritin/1-aminoanthracene competitive binding, fluorescence | 350,000 compounds, 0.074% hits | AID 485281; note: potency is the fitted concentration of half-maximal effect; % is set by controls: 0 for no effect and ±100 for the full control effect; nearly all actives have a fitted effect of over 20% in size
Target sequence (P02791 2-175 limits assumed): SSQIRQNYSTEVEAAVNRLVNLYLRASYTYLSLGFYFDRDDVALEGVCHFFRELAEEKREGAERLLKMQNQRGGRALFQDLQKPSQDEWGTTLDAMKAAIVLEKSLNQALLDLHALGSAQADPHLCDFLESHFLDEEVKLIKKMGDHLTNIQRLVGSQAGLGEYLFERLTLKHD
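Concentration-response curves derived by four-parameter Hill fitting of normalized fluorescence, where compounds displaced 1-AMA from 10 uM horse apoferritin following a brief 10 min room-temperature incubation; propofol titration acted as positive control.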
Glioma ERSR ind = ER stress response induction in glioma | AID 602332 | U87-MG GRP78 promoter luciferase reporter, 16 h | 420,000 compounds, 0.02% hits | Potency, µM, without a hit: at the highest dose activation, usual class: activators; note: potency is the fitted concentration of half-maximal effect; series mostly up to about 76 µM; % of control where 0% means no effect; nearly all actives have a fitted effect of over 35% in size
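Stably transfected U87-MG glioma cells carrying a GRP78-based luciferase sensor; 16 h compound incubation. Luminescence end-point read 10 min after Bright-Glo addition at room temperature.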
BLM inh = blocks DNA unwinding by human BLM helicase; AID 2528; Potency, µM (top dose mostly 56.1 µM), for the others: at the top dose activity change, negative = inhibition, actives largely listed as inhibitors; recombinant BLM DNA unwinding, fluorescence dequenching; 350,000 compounds, 0.2% hits; P54132;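 note: potency is the fitted concentration of half-maximal effect; plate controls were vehicle for no effect and no enzyme for full effect; nearly all actives have a fitted effect of over 35% in size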
Pol beta inh = blocks human DNA polymerase beta activity. P06746. Pol beta primer extension/strand displacement, fluorescence kinetic. Potency, µM (highest dose often 114 µM), inactives show at the top dose activity change, negative = inhibition, usual class: inhibitors. 340,000 compounds, 1.3% hits; note: potency is the fitted concentration of half-maximal effect; % is set by controls: 0 for no effect and ±100 for the full control effect
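Enzyme-only controls used 10 nM Pol beta; buffer lacking enzyme served as negative control. Compound preincubated 15 min, then 50 nM substrate added; 0 and 10 min reads at room temperature.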
* hit, by the source's call; ? = inconclusive; / = not tested or not shown; [ ] = dose if it differs, or a comment. Unless noted, calls come from the whole dose curve; as a rule, active = well fitted curve in the direction sought with a large enough effect; inconclusive = small, poorly fitted or top-dose-only effect, or another doubt; inactive = no such curve, though single readings can be large; an effect the other way counts as inactive or inconclusive. A portion of the library. The share of hits here may be higher or lower than overall.

#	mol	APE1 inh	Pol kappa inh	LDHA block	Pol eta inh	Pol iota inh
1	COc1cc2c(cc1OC)C(=O)CC(C)S2 (configuration not stated)	3%	-6%	-8	-8%	4%
2	O=C(Nc1cccc(C(=O)N2CCCC2)c1)C1CC1	/	-7%	-11	2%	1%
3	CCCN(CCC)S(=O)(=O)c1cc2c(cc1Br)CCN2C(=O)CC	/	0%	4	-17%	10%
4	O=C(CSc1n[nH]c(=O)[nH]c1=O)NC1CCCCC1	4%	-9%	1	-4%	24%
5	Cc1ccc(NC(=O)CNC(=O)c2sc3ccccc3c2Cl)nc1	27%	-9%	0	?	42%[activator]
6	CCN(CC)CCCN1C(=O)C(O)=C(C(=O)c2ccc(C)o2)C1c1cccs1 (configuration not stated)	-5%	/	/	/	/
7	CC(=O)n1cc([C@@H]2C=C(C(=O)Nc3ccccc3)O[C@H](OCc3ccc(CO)cc3)C2)c2ccccc21	-7%	3%	-2	-22%	0%
8	Cc1ccc(NC(=O)CS(=O)(=O)c2c[nH]c3ccccc23)c(C)c1	2%	-11%	-1	7%	6%
9	Cc1cccc(N(Cc2ccccc2)C(=O)c2ccc(F)c(S(=O)(=O)N3CCOCC3)c2)c1	-12%	-9%	-3	-24%	13%
10	Cc1nc(C)n(C(C)CNS(=O)(=O)c2ccc(C)c(C)c2)n1 (configuration not stated)	77%[activator]	-7%	-4	-16%	42%[activator]
11	COc1ccccc1N(Cc1cc(=O)[nH]c2ccccc12)C(=O)C(C)C	0%	-13%	-2	-6%	-4%
12	O=c1c(-c2nc3ccccc3o2)c2oc3ccccc3n2c2ccccc12	-9%	/	/	/	/
13	O=C(CN1C(=O)CCSc2ccccc21)NC1CCCCC1	10%	9%	-6	-5%	10%
14	O=C(N/N=C/C1=Cc2ccccc2OC1)c1ccncc1	-5%	-31%	-10	3%	16%
15	COc1ccc(-c2csc(Nc3ccc(S(=O)(=O)Nc4cc(C)on4)cc3)n2)cc1C	-4%	4%	1	89µM*	2%

#	Apoferritin bind	Glioma ERSR ind	BLM inh	Pol beta inh
1	171%[activator]	-3%	1%	29%
2	/	-1%	/	/
3	/	-1%	/	/
4	31%[activator]	0%	-2%	6%
5	/	-4%	/	/
6	1%	/	-1%	25%
7	6%	-4%	-13%	-9%
8	-10%	-4%	2%	-2%
9	/	-2%	/	/
10	1%	-5%	1%	-4%
11	-8%	-3%	-3%	32%
12	-6%	/	5%	0%
13	-14%	-4%	0%	1%
14	3%	8%	-3%	?
15	-12%	1%	-15%	?

Continuation.
#	mol	APE1 inh	Pol kappa inh	LDHA block	Pol eta inh	Pol iota inh
16	Cc1ccc(NC(=O)c2cc3c(=O)n(Cc4ccco4)ccc3nc2C)cc1C	/	10%	1	2%	-3%
17	O=C(CSc1nnc(CNC(=O)c2cccs2)o1)Nc1ccccc1	-2%	-4%	-15	-15%	67%[activator]
18	CCCS(=O)(=O)N1CCCC(C(=O)NCCCN(C)c2ccccc2)C1 (configuration not stated)	1%	-3%	4	-8%	12%
19	Cc1ccc(CCNC(=O)CNC(=S)N(Cc2ccccc2)Cc2cccnc2)cc1	-5%	-21%	-2	-5%	62%[activator]
20	Cc1ccc2c3c([nH]c2c1C)-c1nonc1CC3	-1%	-1%	3	5%	33%[activator]
21	O=C(NCCCN1CCCC1)C1CCC(=O)N1C1CCCCC1 (configuration not stated)	14%	2%[60.1 µM]	-10	-2%	1%
22	O=C1c2cccc3c([N+](=O)[O-])ccc(c23)C(=O)N1O	-44%	-1%	1	2.8µM*	-13%
23	Cc1ccc(S(=O)(=O)C(CNC(=O)Cc2ccc(Cl)cc2)c2cccs2)cc1 (configuration not stated)	/	-24%[60.1 µM]	-3	-14%	-6%
24	CCOC(=O)C(C)Oc1cccc2c(=O)n(CC(=O)NCCc3ccccc3)ccc12 (configuration not stated)	-1%	?	-3	9%	-2%
25	COc1ccc(OC)c(S(=O)(=O)Nc2cc3c4c(c2)CCC(=O)N4CCC3)c1	28%	-2%	-1	-16%	34%[activator]
26	NC(=O)NC(CC(=O)NCCc1ccc(S(N)(=O)=O)cc1)c1ccccc1Cl (configuration not stated)	-2%	10%	-2	-3%	-7%
27	OC(COc1ccccc1)CN1CCCC1 (configuration not stated)	-2%	8%	-4	-4%	36%[activator]
28	Cc1nn(CC(=O)NC2CC2)c(=O)c2cc3ccccc3n12	/	-13%	-9	-5%	-1%
29	O=C(N[C@@H](Cc1ccccc1)C(=O)N1CCN(S(=O)(=O)c2ccc(F)cc2)CC1)c1ccco1	-7%	-2%	-5	-8%	10%
30	CCN(c1ccccc1)S(=O)(=O)c1ccc(OC)c(NC(=O)c2ccc(=O)[nH]c2)c1	-1%	-14%	-6	-3%	59%[activator]

#	Apoferritin bind	Glioma ERSR ind	BLM inh	Pol beta inh
16	?	-2%	-5%	?
17	-3%	-6%	1%	0%
18	-12%	-2%	1%	28%
19	-15%	-1%	-6%	-22%
20	6%	4%	-3%	7%
21	-5%	-2%	-2%	4%
22	-6%	?	-16%	?
23	-1%	-1%	-11%	41%
24	-3%	-3%	-4%	-12%
25	/	-2%	/	/
26	-4%	-4%	-8%	0%
27	-9%	-5%	-2%	-1%
28	6%	-4%	0%	3%
29	/	-5%	/	/
30	/	0%	/	/

Complete entries as entered above. Values in the order: APE1 inh	Pol kappa inh	LDHA block	Pol eta inh	Pol iota inh	Apoferritin bind	Glioma ERSR ind	BLM inh	Pol beta inh
`O=C(N[C@@H](Cc1ccccc1)C(=O)N1CCN(S(=O)(=O)c2ccc(F)cc2)CC1)c1ccco1` in the list: -7%	-2%	-5	-8%	10%	/	-5%	/	/
`Cc1ccc(NC(=O)c2cc3c(=O)n(Cc4ccco4)ccc3nc2C)cc1C` in the list: /	10%	1	2%	-3%	?	-2%	-5%	?
`COc1ccc(OC)c(S(=O)(=O)Nc2cc3c4c(c2)CCC(=O)N4CCC3)c1` in the list: 28%	-2%	-1	-16%	34%[activator]	/	-2%	/	/

(further entries)
#	mol	APE1 inh	Pol kappa inh	LDHA block	Pol eta inh	Pol iota inh
31	Cc1ccc(C(=O)Nc2c(C(=O)Nc3ccc(C)c(C)c3)sc3nc(C)cc(C)c23)cc1	/	-22%	5	-6%	1%
32	Cn1cnc2c(cnn2C)c1=O	/	-2%	-10	10%	9%
33	[O-][N+]12CCN(CC1)c1ccccc12	2%	-12%	-1	0%	8%
34	OCCCNC(=S)Nc1ccc2nc(-c3ccccn3)c(-c3ccccn3)nc2c1	-6%	-3%[60.1 µM]	21	8%	?
35	COc1ccccc1C(=O)Nc1ccnn1C1CCN(Cc2ccc3nonc3c2)CC1	0%	-1%	-4	-1%	-16%
36	CCOC(=O)Cn1cnc2sc3c(c2c1=O)CCC3	-3%	-4%	0	?	7%
37	CC(Sc1nncs1)C(=O)Nc1ccc2c(c1)OCO2 (configuration not stated)	1%	7%	11	-16%	52%[activator]
38	CCC(=O)N1c2ccccc2CC1C(=O)N1CCN(c2ccccc2)CC1 (configuration not stated)	/	-12%[60.1 µM]	-4	-15%	21%
39	O=C(O)COc1ccccc1/C=N/NC(=O)c1ccc(F)cc1	2%	-16%	-4	-11%	9%
40	O=C(c1c(F)cccc1F)N1CCN(c2ccccc2F)CC1	0%	-12%	-2	-8%	-7%
41	CC(=O)c1ccc(OCCCC(=O)Nc2ccc3c(c2)OCCO3)cc1	18%	-19%	-4	-3%	-7%
42	c1ccc(-[n+]2nc(Nc3cccc4ccccc34)sc2-c2c3ccccc3cc3ccccc23)cc1	-9%	0%	4	-8%	28%
43	O=C(Nc1ccccc1)N1CCCN(c2c(Cl)cncc2Cl)CC1	2%	-16%	-1	-12%	125%[activator]
44	O=C(/C=C/c1ccc([N+](=O)[O-])cc1)NCCOc1ccc(F)cc1	-5%	-1%	-4	-11%	6%
45	CC(C)(C)c1cc(C(=O)N/N=C/c2ccccn2)n[nH]1	16%	-2%	3	-17%	11%

#	Apoferritin bind	Glioma ERSR ind	BLM inh	Pol beta inh
31	-3%	3%	1%	-2%
32	/	-1%	/	/
33	-7%	-3%	1%	8%
34	80%[activator]	-2%	-4%	8%
35	-18%	-4%	-3%	-4%
36	?	1%	-13%	?
37	?	3%	-11%	0%
38	-6%	-5%	2%	5%
39	-2%	-1%	0%	-9%
40	2%	-3%	-2%	11%
41	/	-10%	/	/
42	/	-3%	/	/
43	-6%	-1%	-7%	-18%
44	-21%	-5%	-7%	-1%
45	3%	-4%	-7%	0%

Next compounds.
#	mol	APE1 inh	Pol kappa inh	LDHA block	Pol eta inh	Pol iota inh
46	O=C(Cc1ccccc1)N[C@H](c1ccccc1)P(=O)(O)CO	-2%	0%	-1	-8%	-11%
47	Cc1ccc(CNc2nc(N)c([N+](=O)[O-])c(NCc3ccccc3)n2)cc1	-1%	-1%	-1	-13%	213%[activator]
48	Cc1cc(C(=O)N/N=C2\CCCC(=O)C2)c2ccccc2n1	0%	-1%	-4	0%	41%[activator]
49	Cc1ccc(Nc2nc(-c3ccncc3)nc3ccccc23)cc1	1%	-16%	-3	-7%	38%[activator]
50	CCOC(=O)C1Cc2c([nH]c3ccccc23)CN1 (configuration not stated)	15%	-18%	-4	-13%	9%
51	CN(C)S(=O)(=O)N1CCN(C(=O)N2CCCCC2)CC1	0%	-3%	-11	0%	-8%
52	COc1ccc2[nH]c(=O)c(CN(C(=O)C(C)C)c3ccccc3OC)cc2c1	3%	-4%	6	-2%	162%[activator]
53	NC(=O)CSc1nnc(C2CC2)n1-c1ccccc1	1%	-19%	-5	1%	-4%
54	CC(C)(C)C1CCCCC1NC(=O)c1ccncc1 (configuration not stated)	32%	-4%	-9	-12%	-9%

#	Apoferritin bind	Glioma ERSR ind	BLM inh	Pol beta inh
46	-12%	-5%	1%	0%
47	-1%	-1%	-3%	0%
48	6%	0%	1%	41%
49	11%	-4%	-8%	13%
50	-7%	-1%	-13%	32%
51	1%	-2%	1%	8%
52	-8%	-3%	-4%	24%
53	-7%	-2%	0%	38%
54	-6%	-2%	-4%	-1%
